Pol iota inh – blocks human DNA polymerase iota activity; Q9UNA4; Pol iota fluorescent replication assay, 10 min; Potency, µM (doses to about 115 µM), for inactives: at the highest dose activity, negative = inhibition, usual class: inhibitors; 390,000 tested, 1% active; note: potency is the fitted concentration of half-maximal effect
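Pol iota at 10 nM preincubated 15 min with compounds at room temperature; reaction started with fluorescent substrate, 50 nM final. Fluorescence read kinetically at 0 and 10 min; buffer-only wells as negative control.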
POLH inh – blocks human DNA polymerase eta activity; 390,000 tested, 1.2% active; recombinant Pol eta, fluorescent DNA replication assay; Potency, µM (titrated, usually from 114 µM), inactives show at the top dose activity change, negative = inhibition, most hits filed as inhibitors; AID 588591; note: potency is the fitted concentration of half-maximal effect; % is set by controls: 0 for no effect and ±100 for the full control effect
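Pol eta (10 nM) was preincubated with compounds for 15 min at room temperature, after which fluorescent replication substrate (50 nM final) was added to start the reaction. Fluorescence was read kinetically at 0 and 10 min.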
APE1 inh – blocks human APE1 abasic DNA cleavage; P27695; recombinant APE1, TAMRA/BHQ-2 abasic DNA cleavage fluorescence; Potency, µM (series often up to 65.8 µM), inactives show top-dose activity change, negative = inhibition, actives largely listed as inhibitors; 350,000 tested, 0.35% active;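 note: potency is the fitted concentration of half-maximal effect; plate controls were vehicle for no effect and reference inhibitor for full effect; nearly all actives have a fitted effect of over 55% in size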
Target sequence (P27695 whole entry, looked up): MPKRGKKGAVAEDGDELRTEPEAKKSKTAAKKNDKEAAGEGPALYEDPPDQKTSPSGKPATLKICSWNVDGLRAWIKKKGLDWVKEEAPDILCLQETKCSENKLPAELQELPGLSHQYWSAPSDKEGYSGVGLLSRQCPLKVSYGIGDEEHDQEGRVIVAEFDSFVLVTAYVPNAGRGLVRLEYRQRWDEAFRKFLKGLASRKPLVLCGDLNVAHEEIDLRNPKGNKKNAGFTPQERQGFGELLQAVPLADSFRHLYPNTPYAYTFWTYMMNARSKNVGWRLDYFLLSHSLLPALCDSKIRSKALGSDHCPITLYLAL
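Enzyme (0.75 nM final) and test compound are incubated 15 min at room temperature before adding 50 nM quenched THF abasic-site duplex. Cleavage dequenches TAMRA, followed at 525/598 nm over three reads one minute apart.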
Pol kappa inh – blocks human DNA polymerase kappa activity; 400,000 tested, 0.53% active; Potency, µM (highest dose often 107 µM), for inactives: at the highest dose activity, negative = inhibition, hits mostly inhibitors; purified Pol kappa, fluorescent DNA synthesis assay, 10 min; Q9UBT6; note: potency is the fitted concentration of half-maximal effect; % is set by controls: 0 for no effect and ±100 for the full control effect
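Readout: fluorescence, taken kinetically at 0 and 10 min. Conditions: 10 nM Pol kappa, 15 min RT compound preincubation, 50 nM substrate final. Controls: enzyme-free buffer wells.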
PGK inhibitor – T. brucei PGK inhibition; P07378; 380,000 tested, 0.043% active; PGK/GAPDH coupled, Kinase-Glo luminescence, 60 min; Potency, µM (series often up to 57.5 µM), for the others: at the top dose activity change, negative = inhibition, usual class: inhibitors; note: potency is the fitted concentration of half-maximal effect; % is set by controls: 0 for no effect and ±100 for the full control effect; nearly all actives have a fitted effect of over 60% in size
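Recombinant glycosomal PGK reaction used 1,3-bisphosphoglycerate generated in-well by GAPDH (100nM final) in 100mM TEA pH 7.6, 5mM MgCl2, 0.01% Tween-20. After 60 minutes at room temperature, ATP was read by Kinase-Glo Plus luminescence end-point.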
BLM helicase inh – Bloom syndrome helicase (human) inhibition; P54132; recombinant BLM DNA unwinding, fluorescence dequenching; Potency, µM (titrated, usually from 56.1 µM), inactives show at the highest dose activity change, negative = inhibition, actives largely listed as inhibitors; 350,000 tested, 0.2% active;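 note: potency is the fitted concentration of half-maximal effect; plate controls were vehicle for no effect and no enzyme for full effect; nearly all actives have a fitted effect of over 35% in size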
Anesthetic bind – candidate novel general anesthetic via apoferritin binding. apoferritin/1-aminoanthracene competitive binding, fluorescence. Potency, µM (titrated, usually from 77.5 µM), for the others: at the highest dose activity change, negative = displacement, most hits filed as inhibitors. 350,000 tested, 0.074% active. AID 485281; note: potency is the fitted concentration of half-maximal effect; % is set by controls: 0 for no effect and ±100 for the full control effect; nearly all actives have a fitted effect of over 20% in size
Target sequence (P02791 2-175 limits assumed): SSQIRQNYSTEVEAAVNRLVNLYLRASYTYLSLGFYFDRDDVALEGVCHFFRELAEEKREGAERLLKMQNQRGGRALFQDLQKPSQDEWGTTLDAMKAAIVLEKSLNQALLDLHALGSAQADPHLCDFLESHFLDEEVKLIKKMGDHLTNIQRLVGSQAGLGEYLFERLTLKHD
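Probe: 1-aminoanthracene (50% saturated, PBS). Protein: horse-spleen apoferritin, 10 uM. Incubation: 10 min, room temperature. Detection: 380 nm excitation, 535 nm emission. Analysis: normalized response, four-parameter Hill.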
RXFP1 antagonist – RXFP1 (human) relaxin receptor antagonism. Q9HBX9. HEK293-RXFP1, relaxin-stimulated cAMP HTRF, 30 min; active compounds read low. activity change, negative = inhibition, % at 57.5 µM. 350,000 tested, 0.59% active. AID 1259400;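 active = activity change of -60% or lower, but not beyond a set lower limit; inconclusive = change between -60% and -40%, or beyond the set limit; inactive = change above -40%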; note: % is set by controls: 0 for no effect and ±100 for the full control effect
POLB inh – blocks human DNA polymerase beta activity. Pol beta primer extension/strand displacement, fluorescence kinetic. Potency, µM (top dose mostly 114 µM), without a hit: at the top dose activity change, negative = inhibition, hits mostly inhibitors. 340,000 tested, 1.3% active. AID 485314; note: potency is the fitted concentration of half-maximal effect; % is set by controls: 0 for no effect and ±100 for the full control effect
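10 nM enzyme + cpd, 15 min RT; start with substrate 50 nM final; read 0 min and after 10 min RT. Corrected, normalized data; 4-parameter Hill curve fit.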
Numbers without * were called inactive; i = inactive; ? = inconclusive; nt = no result given; & = joins results of further samples; [ ] = another dose, or the depositor's remark. Unless noted, calls come from the whole dose curve; as a rule, active = well fitted curve in the direction sought with a large enough effect; inconclusive = small, poorly fitted or top-dose-only effect, or another doubt; inactive = no such curve, though single readings can be large; an effect the other way counts as inactive or inconclusive. Some of the compounds tested, so the mix of outcomes need not match the whole.

SMILES	Pol iota inh	POLH inh	APE1 inh	Pol kappa inh	PGK inhibitor	BLM helicase inh	Anesthetic bind	RXFP1 antagonist	POLB inh
Cc1cc(C)n(CC(=O)N/N=C/c2ccc3c(c2)OCO3)n1	64%[activator]	-3%	4%	1%	3%	4%	-14%	-16	7%
Cc1ccc(-c2[nH]c3ccccc3c2SCCNC(=O)c2ccc(S(=O)(=O)N3CCOCC3)cc2)cc1	-3%&37%	-12%&-20%	-8%	-1%&-30%	7%&-3%	-11%&0%	-1%&-18%	-10&8	14%&-17%
CN1CCCN(C(=O)Cc2c(Cl)cccc2Cl)c2nc3ccccc3nc21	?	-13%	16%	-12%	5%	2%	-11%	-1	0%
O=C(c1cccc(C(F)(F)F)c1)C1CCCN(C(=O)CCCn2cncn2)C1 (stereo not given)	68%[activator]	-8%	0%	-2%	-5%	-3%	-12%	0	-2%
Cc1ccc2[nH]c3c(=O)n(CC(=O)NCCCN(C)Cc4ccccc4)ncc3c2c1	27%	0%	25%	12%	i	-5%	-6%	3	25%
COc1ccc(-c2nn(C)c3sc(C(=O)NCCN(C)C)cc23)cc1OC	18µM*	?	-40%	?	-7%&-8%	1%&-2%	-1%&-8%	-16&-5	32µM*
COc1ccc(-c2cc(-c3ccccc3)no2)cc1	2%	-16%	10%	1%	-17%	nt	nt	nt	nt
N#Cc1cc([N+](=O)[O-])ccc1NCCCn1ccnc1	40%[activator]	-6%	39%[activator]	-14%	0%	0%	-14%	8	14%
COc1ccc(N2CC(NC(=O)C3CC3)CC2=O)cc1 (stereo not given)	-27%	2%	nt	-12%[60.1 µM]	i	2%	-13%	4	2%
COc1ccc(C)cc1NC(=O)CCS(=O)(=O)c1ccc2c(c1)oc(=O)n2C	10%	6%	2%	-1%	0%	2%	-5%	4	18%
CCc1nnc(NC(=O)c2ccc(S(=O)(=O)NCC(C)C)cc2)s1	20%	-8%	-3%	-1%	4%	-3%	-12%	11	22%
CC(=O)N1N=C(c2ccccc2)CC1c1cn(Cc2ccccc2)c2ccccc12 (stereo not given)	-22%	-17%	-4%	-30%	i	-11%	-1%	-2	1%
C/C(=N\NC(=O)c1ccco1)c1ccc(-c2ccccc2)cc1	11%	-1%	15%	-7%	i	-2%	-2%	-25	0%
COc1ccc(OC)c(C2CC(=O)C(C)C(c3cc(OC)ccc3OC)N2)c1 (stereo not given)	9%	-14%	3%	-11%	-1%	1%	-11%	-6	2%
CCOc1ccc(CCNC(=O)CN2C(=O)NC(CCSC)C2=O)cc1OCC (stereo not given)	33%[activator]	-14%	5%	6%	-2%	0%	-5%	3	3%
COCCn1nc2cc(C(=O)NCc3cc(C(F)(F)F)cc(C(F)(F)F)c3)ccc2c1OC	-1%	-18%	10%	8%	i	-8%	-14%	nt	11%
COc1ccccc1C(=O)NC(=O)COC(=O)c1nc2nc(C)cc(C)n2n1	18%	-5%	31%	-5%	-1%	nt	nt	-3	nt
COc1ccc(Br)c(C(=O)OCC(=O)NC(=O)NC2CCCC2)c1	27%	-25%	38%[activator]	-11%	9%	nt	nt	-22	nt
CNc1nc(OCC(F)(F)F)nc(N2CCOCC2)n1	14%	-12%	4%	-2%	-5%	2%	-6%	5	12%
Cc1cccc(N2C(=O)C3CCC(c4ccccc4)CC3C2=O)c1 (stereo not given)	146%[activator]	-8%	-9%	-1%	-9%	-5%	1%	-6	0%
COc1ccc(C2/C(=C(/O)c3ccc(F)cc3)C(=O)C(=O)N2c2ccccn2)cc1OC (stereo not given)	5%	-11%	-5%	-22%	-2%	1%	3%	-5	6%
Cc1ccccc1C1CCCN(C(=O)c2cc(COc3c(F)cccc3F)on2)C1 (stereo not given)	25%	-20%	-2%	-5%	i	-9%	53%[activator]	0	-1%
CC(C)(C)C1CCc2c(sc(N)c2C(N)=O)C1 (stereo not given)	76%[activator]	-24%	2%	-17%	i	-12%	?	-23	0%
CC(=O)OCCNC(=O)Cn1cnc2c1c(=O)n(C)c(=O)n2C	-6%	-6%	1%	8%	-5%	0%	-3%	-7	21%
O=C(N/N=C/c1ccsc1)c1ccccn1	-6%	-11%	0%	-2%	?	-1%	-1%	-6	-12%
SMILES	Pol iota inh	POLH inh	APE1 inh	Pol kappa inh	PGK inhibitor	BLM helicase inh	Anesthetic bind	RXFP1 antagonist	POLB inh
CSc1ccc(CN(C)C(=O)CSCC(=O)Nc2ccc(C)cc2)cc1	22%	-24%	6%	-6%	-3%	nt	nt	-5	nt
CCCCN(C)CCCNC(=O)Cn1ncc2c3ccccc3n(Cc3ccccc3F)c2c1=O	15%	-15%	nt	-20%	i	-7%	6%	2	7%
O=C(COC(=O)c1cc(Br)ccc1O)c1ccc(F)cc1	102%[activator]	-14%	22%	-15%	1%	nt	nt	0	nt
O=C(CSc1nc(-c2ccc(Cl)cc2)cs1)Nc1cccc([N+](=O)[O-])c1	4%	-20%	6%	-10%	0%	-10%	?	-21	-13%
CC(C)(O)CC[C@H](OC(=O)c1ccccc1)[C@](C)(O)[C@H]1CC[C@@]2(O)C3=CC(=O)[C@@H]4C[C@@H](O)[C@H](O)C[C@]4(C)C3CC[C@]12C (stereo not given in full)	18%	-1%	24%	-8%	-4%	1%	-5%	13	10%
Cc1ccc2oc(-c3ccccc3C(=O)O)cc(=O)c2c1	-1%	-1%	1%	-8%	-2%	0%	-5%	0	?
CCC(=O)Nc1ccc(S(=O)(=O)Nc2cc(C)on2)cc1	2%	-8%	0%	-6%	-2%	2%	-15%	-7	38%
CC1=C(C(=O)OC(C)C)C2(O)C(=O)c3ccccc3C2(O)N1 (stereo not given)	8%	6%	?	-13%	-3%	6%	1%	11	9%
CCCCC(CC)CNC(=O)Cn1c(=S)[nH]c2ncccc2c1=O (stereo not given)	nt	nt	3%	nt	nt	-1%	-4%	nt	2%
COCCNC(=O)c1cc(-c2ccccc2OC)on1	-4%	-15%	2%	-15%	-4%	1%	6%	-23	11%
COc1ccc(OC)c(NC(=O)CCn2cccn2)c1	49%[activator]	-8%	nt	2%	5%	-1%	-8%	-12	1%
Cc1cc(OCC(=O)N(C)Cc2ccccc2)ccc1Cl	102%[activator]	1%	11%	-15%	0%	-1%	-7%	1	15%
CCCCNC(=S)NNC(=O)c1c(Cl)c(C)nn1C	-3%	-12%	5%	1%	-3%	2%	-2%	-20	15%
CCN(CC)c1ccc(/C=C(\C#N)C(=O)NCc2ccccc2)cc1	187%[activator]	-17%	-2%	-15%	-2%	-6%	3%	-7	0%
Cc1cc(C)cc(NC(=O)C2CC(=O)N(c3ccccc3)C2)c1 (stereo not given)	13%	-11%	nt	-3%	2%	-3%	8%	nt	10%
O=C(CC(c1ccccc1)C1CCCCC1=O)c1ccco1 (stereo not given)	-2%	2%	-2%	1%	i	-8%	-9%	-16	-1%
CCN1CCN=C1Nc1ccccc1	20%	-7%	51%[activator]	?	i	nt	nt	nt	nt
Cc1c(Cl)cccc1NC(=O)CCOc1ccccc1	74%[activator]	0%	nt	-2%	-11%	0%	-3%	-15	9%
CC1CN(C(=O)Nc2ccc(F)cc2)C2(CCCCCC2)O1 (stereo not given)	40%[activator]	-7%	-4%	13%	nt	-6%	0%	-5	-1%
CC(C)NC(=O)CSc1nnc2sc3ccccc3n12	34%[activator]	-11%	3%	-5%	-4%	1%	-2%	11	13%
O=C(NCCN1CCOCC1)N1c2ccccc2Sc2ccccc21	15%	-15%	-3%	-4%	-7%	2%	-9%	1	19%
CCOc1ccccc1C(=O)NCC(=O)OCC(=O)N1C(C)CCCC1C (stereo not given)	5%	-10%	2%	5%	i	-3%	-1%	-10	24%
O=C(NCC(c1cccs1)N1CCOCC1)c1ccc(Cl)c([N+](=O)[O-])c1 (stereo not given)	16%	-2%	3%	-9%	1%	1%	3%	-17	-2%
CCOC(=O)CNc1c(-c2ccc(OC)cc2)nc2ccc(Cl)cn12	-4%	2%	-8%	-7%	-7%[11.5 µM]	-2%	4%	6	1%
CCc1ccc(C2=CC(c3c(F)cccc3Cl)n3c(nc4ccccc43)N2)cc1 (stereo not given)	-15%	-17%	nt	-16%[60.1 µM]	-1%	-7%	50%[activator]	-15	25%
COC(=O)C1=C(C)NC(=S)NC1c1ccc(OC(=O)c2ccco2)cc1 (stereo not given)	27%	-13%	-3%	-14%	0%	-2%	-19%	-19	?
O=C(Nc1nnc(C2CCCC2)s1)C1CCN(S(=O)(=O)c2ccc(Cl)cc2)CC1	-14%	-11%	-1%	4%	-8%	2%	-5%	-15	2%
Cc1cccc(CN2CCc3c([nH]c4ccccc34)C2C(C)(C)C)n1 (stereo not given)	14%	-24%	-13%	-5%	5%	-5%	66%[activator]	-6	15%
CC(NC(=S)Nc1ccccc1)C(c1cccs1)N1CCOCC1 (stereo not given)	35%	-20%	4%	-17%	i	-4%	2%	2	16%
O=C(O)C1C2OC3C(OC(=O)C31)C2Br (stereo not given)	17%	-19%	nt	5%	-4%	nt	nt	4	nt

6 compounds out of the list, arranged by length of the SMILES, rising:
SMILES	Pol iota inh	POLH inh	APE1 inh	Pol kappa inh	PGK inhibitor	BLM helicase inh	Anesthetic bind	RXFP1 antagonist	POLB inh
COCCNC(=O)c1cc(-c2ccccc2OC)on1	-4%	-15%	2%	-15%	-4%	1%	6%	-23	11%
CC(C)NC(=O)CSc1nnc2sc3ccccc3n12	34%[activator]	-11%	3%	-5%	-4%	1%	-2%	11	13%
Cc1cc(OCC(=O)N(C)Cc2ccccc2)ccc1Cl	102%[activator]	1%	11%	-15%	0%	-1%	-7%	1	15%
CCC(=O)Nc1ccc(S(=O)(=O)Nc2cc(C)on2)cc1	2%	-8%	0%	-6%	-2%	2%	-15%	-7	38%
COC(=O)C1=C(C)NC(=S)NC1c1ccc(OC(=O)c2ccco2)cc1 (stereo not given)	27%	-13%	-3%	-14%	0%	-2%	-19%	-19	?
O=C(Nc1nnc(C2CCCC2)s1)C1CCN(S(=O)(=O)c2ccc(Cl)cc2)CC1	-14%	-11%	-1%	4%	-8%	2%	-5%	-15	2%

From PubChem BioAssay
